Screening results deposited in PubChem BioAssay by several laboratories.
MEP2-GFP yeast: modulators of MEP2-GFP levels in yeast, primary screen, S. cerevisiae, multiplex flow cytometry, MLPCN library; AID 2016, 2009; GFP response vs DMSO, % at 10 µM; S. cerevisiae MEP2-GFP strain, 3 h; 100% = DMSO control level; actives 0.51% (n = 330,000);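 active means GFP response versus DMSO above a set limit, roughly screen mean plus 3 SD, cut at about 180% in these data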;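 further: median GFP fluorescence of the barcode-gated MEP2-GFP cells per well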
LAP4 TOR yeast: modulators of LAP4-GFP expression in yeast, primary screen, S. cerevisiae, multiplex flow cytometry, MLPCN library; GFP response vs DMSO, % at 10 µM; 3 h; median GFP as percent of DMSO wells; actives 0.34% (n = 320,000);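 active means GFP response vs DMSO above a set limit, about the screen mean plus 3 SD, cut at about 150% in these data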
procasp3 activ: activators of human procaspase-3 D3A mutant, primary screen, biochemical, absorbance, PC-3 D3A mutant, single concentration. recombinant procaspase-3 D3A, Ac-DEVD-pNA absorbance 405 nm. activation, % at 8.5 µM. actives 0.11% (n = 330,000). AID 463141, 2010;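 active means activation above the mean of all tested compounds plus 3 SD, cut at about 21% in these data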;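 further: 0% = DMSO alone and 100% = DMSO wells spiked with extra 5 µM PC-3 D3A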
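Evaluation: percent activation relative to control range; Material: Procaspase-3 D3A mutant, all three cleavage aspartates alanine; Compound: single dose, 8.5 µM nominal compound, 0.8% DMSO; Replication: one well per compound; Signal: absorbance at 405 nm, 0 and 120 min; Schedule: 1 h preincubation plus 2 h reaction at 25 °C.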
EBNA-1 inhibitor: EBNA-1 DNA-binding inhibitors, primary screen, biochemical, fluorescence polarization; inhibition, % at 14.8 µM; actives 0.34% (n = 300,000); AID 1950, 2009; in the data active means inhibition above about 28%
RPL19A-GFP yeast: RPL19A-GFP expression modulators in yeast, primary screen, cell-based, S. cerevisiae, multiplex flow cytometry, MLPCN; S. cerevisiae RPL19A-GFP strain, 3 h; active compounds read low; percent response vs DMSO, % at 10 µM; actives 0.3% (n = 330,000); AID 2025, 2009;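 active means percent response vs DMSO below 50%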;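 further: median channel GFP fluorescence of the barcoded RPL19A-GFP strain; ratio of sample median GFP to plate DMSO average so 100% = DMSO; lower means less RPL19A-GFP as with rapamycin TOR inhibition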
AHR act: AHR activators, primary screen, cell-based, luminescence, luciferase reporter, human. activation, % at 5 µM. actives 2.5% (n = 320,000). AID 2796, 2010. AHR-responsive luciferase reporter cells; in the data active means activation above about 47%;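 further: 0% = vehicle wells and 100% = reference agonist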
proCasp7 act: procaspase-7 activators, primary screen, counter-screen for procaspase-3 activator project, biochemical, absorbance, HTS, human; Caspase-7 (Homo sapiens), P55210; AID 463210, 2010; actives 0.093% (n = 330,000); activation, % at 8.5 µM; recombinant procaspase-7, Ac-DEVD-pNA absorbance 405 nm; D23A/D198A/D206A triple mutant, cannot self-cleave; scale: DMSO 0, 5 µM enzyme 100;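 active means percent activation above the screen-wide mean plus 3 SD, cut at about 25% in these data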
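Replicates: singlicate. Assay system: Procaspase-7 triple mutant (PC-7 D3A). Signal: 405 nm absorbance of p-nitroaniline. Times: 1 h preincubation, 2 h reaction. Buffer or medium: Zinc-free HEPES pH 7.4 with 300 mM NaCl, 0.01% Triton X-100. Also added: DEVD-pNA substrate. Benchmarks: DMSO wells as 0%, DMSO with 5 µM added PC-7 as 100%.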
ZTA DNA inh: counter-screen for EBNA-1 inhibitors: inhibitors of Epstein-Barr virus ZTA. P03206. ZTA-DNA binding, fluorescence polarization. actives 0.15% (n = 320,000). AID 2234. inhibition, % at 11 µM; in the data active means inhibition above about 33%
Numbers without * were called inactive.

For CCN(CC)S(=O)(=O)c1ccc(N2C(=O)CC2(/C=C/c2ccccc2)C(=O)NC2CCCC2)cc1 (stereo not given) the results were MEP2-GFP yeast 101.8, LAP4 TOR yeast 96.9, procasp3 activ -6.7, EBNA-1 inhibitor -3.9, RPL19A-GFP yeast 99.6, AHR act -2.2, proCasp7 act -2.4 and ZTA DNA inh 3.6.
Screening CCOC(=O)CSc1nc2c(c(=O)n1-c1ccc(OCC)cc1)SCC2 returned MEP2-GFP yeast 99.5, LAP4 TOR yeast 91.9, procasp3 activ 15.1, EBNA-1 inhibitor -0.8, RPL19A-GFP yeast 99.6, AHR act -0.8, proCasp7 act 5.0 and ZTA DNA inh 4.9.
`NC(c1ccccc1)c1ccncc1` (stereo not given) gave MEP2-GFP yeast 109.6, LAP4 TOR yeast 84.5, procasp3 activ -4.2, EBNA-1 inhibitor -4.0, RPL19A-GFP yeast 103.3, AHR act 8.4, proCasp7 act -2.7 and ZTA DNA inh 10.6.
For Cc1ccc(N(CCC#N)C(=O)COC(=O)c2cc(C)no2)cc1 the results were MEP2-GFP yeast 94.0, LAP4 TOR yeast 103.0, procasp3 activ 4.5, EBNA-1 inhibitor -2.9, RPL19A-GFP yeast 97.1, AHR act -1.1, proCasp7 act 2.5 and ZTA DNA inh 8.9.
`Cc1ccc(NC(=O)c2ccccc2OCC(=O)Nc2cccc(Cl)c2C)nc1` gave MEP2-GFP yeast 96.3, LAP4 TOR yeast 93.8, procasp3 activ 5.2, EBNA-1 inhibitor -6.5, RPL19A-GFP yeast 97.6, AHR act 4.7, proCasp7 act 8.5 and ZTA DNA inh 13.0.
For Cc1ccc(C2CC(C(F)F)n3ncc(C(=O)Nc4cnn(Cc5ccccc5C)c4)c3N2)cc1 (stereo not given) the results were MEP2-GFP yeast 100.9, LAP4 TOR yeast 96.4, procasp3 activ 1.6, EBNA-1 inhibitor 7.5, RPL19A-GFP yeast 99.8, AHR act 3.1, proCasp7 act 8.1 and ZTA DNA inh 4.4.
For Cc1ccccc1NC(=O)Cn1cnc2c(oc3nc4c(cc32)CCCC4)c1=O the results were MEP2-GFP yeast 101.8, LAP4 TOR yeast 99.6, procasp3 activ 5.8, EBNA-1 inhibitor 6.7, RPL19A-GFP yeast 100.8, AHR act 1.6, proCasp7 act 13.2 and ZTA DNA inh -11.9.
Screening Cc1cccc(C)c1NC1=C(Cl)C(=O)OC1OC(C)C (stereo not given) returned MEP2-GFP yeast 118.9, LAP4 TOR yeast 99.4, procasp3 activ -4.1, EBNA-1 inhibitor -0.6, RPL19A-GFP yeast 103.8, AHR act 0.8, proCasp7 act -6.9 and ZTA DNA inh 9.9.
For COC(=O)c1ccccc1NC(=O)CN(c1ccccc1)S(=O)(=O)N(C)C the results were MEP2-GFP yeast 101.0, LAP4 TOR yeast 94.4, procasp3 activ -0.1, EBNA-1 inhibitor -10.3, RPL19A-GFP yeast 96.5, AHR act 1.1, proCasp7 act 5.2 and ZTA DNA inh -3.2.
CCN1C(=O)[C@H]2[C@@H](c3ccc(Cl)cc3)N3C(=O)CN(CCOC)C(=O)[C@@]3(Cc3ccccc3)[C@H]2C1=O was read as MEP2-GFP yeast 96.7, LAP4 TOR yeast 131.5, procasp3 activ 6.5, EBNA-1 inhibitor 7.3, RPL19A-GFP yeast 106.7, AHR act -3.5, proCasp7 act 2.6 and ZTA DNA inh 16.3.
Screening CCOc1ccc(Br)cc1S(=O)(=O)Nc1ccc(C(=O)OCC(=O)N(C)c2ccccc2)cc1 returned MEP2-GFP yeast 101.1, LAP4 TOR yeast 93.2, procasp3 activ 0.8, EBNA-1 inhibitor 25.7, RPL19A-GFP yeast 98.4, AHR act -0.2, proCasp7 act -1.2 and ZTA DNA inh 0.9.
For COc1ccc(NC(=O)CN(C)C(=O)c2sc3cc(Cl)ccc3c2Cl)cc1 the results were MEP2-GFP yeast 97.0, LAP4 TOR yeast 105.1, procasp3 activ -2.4, EBNA-1 inhibitor 19.0, RPL19A-GFP yeast 95.7, AHR act -1.5, proCasp7 act 2.0 and ZTA DNA inh 2.3.
Cc1ccc(C(=O)c2cnc3cc4c(cc3c2S(=O)(=O)c2ccccc2)OCCO4)cc1 was read as MEP2-GFP yeast 102.9, LAP4 TOR yeast 99.9, procasp3 activ 5.8, EBNA-1 inhibitor -0.2, RPL19A-GFP yeast 102.2, AHR act 1.7, proCasp7 act 0.2 and ZTA DNA inh 10.7.
Screening CCn1c(SCc2cccc(OC)c2)nc2ccccc2c1=O returned MEP2-GFP yeast 97.0, LAP4 TOR yeast 101.6, procasp3 activ -2.9, EBNA-1 inhibitor -8.2, RPL19A-GFP yeast 100.8, AHR act 12.1, proCasp7 act -4.9 and ZTA DNA inh -24.6.
Screening N#Cc1cc(-c2ccccc2)nc(Oc2ccc(Cl)cc2)n1 returned MEP2-GFP yeast 96.0, LAP4 TOR yeast 99.0, procasp3 activ 2.5, EBNA-1 inhibitor -3.8, RPL19A-GFP yeast 111.4, AHR act 6.2, proCasp7 act 0.4 and ZTA DNA inh 3.0.
`COc1ccccc1C(=O)N/N=C(\C)CC(=O)Nc1ccc2c(c1)OCCO2` gave MEP2-GFP yeast 93.9, LAP4 TOR yeast 73.5, procasp3 activ 3.3, EBNA-1 inhibitor -9.6, RPL19A-GFP yeast 86.8, AHR act 28.3, proCasp7 act 15.1 and ZTA DNA inh 0.1.
`COC(=O)CN1C(=O)S/C(=C/c2cc(C)n(C)c2C)C1=O` gave MEP2-GFP yeast 87.7, LAP4 TOR yeast 100.4, procasp3 activ -2.3, EBNA-1 inhibitor 7.1, RPL19A-GFP yeast 96.5, AHR act -4.4, proCasp7 act -22.5 and ZTA DNA inh 14.8.
Screening COc1ccc(C2CC(c3cccs3)=NN2C(=O)COC(=O)c2cc3ccccc3cc2O)cc1OC (stereo not given) returned MEP2-GFP yeast 113.2, LAP4 TOR yeast 106.4, procasp3 activ -3.0, EBNA-1 inhibitor 2.0, RPL19A-GFP yeast 104.6, AHR act 4.3, proCasp7 act 3.6 and ZTA DNA inh -1.9.
CCOC(=O)c1cnc2c(C(F)(F)F)cccc2c1NCCCN1CCOCC1 was read as MEP2-GFP yeast 107.2, LAP4 TOR yeast 94.9, procasp3 activ 2.1, EBNA-1 inhibitor -1.1, RPL19A-GFP yeast 105.0, AHR act -0.6, proCasp7 act -4.4 and ZTA DNA inh 1.7.
For CCC(Sc1ccccc1C(=O)O)C(=O)O (stereo not given) the results were MEP2-GFP yeast 105.9, LAP4 TOR yeast 101.9, procasp3 activ 10.2, EBNA-1 inhibitor -0.9, RPL19A-GFP yeast 97.6, AHR act 0.9, proCasp7 act 9.1 and ZTA DNA inh 3.5.
For COc1cccc(-c2nc(CS(=O)CC(=O)NCc3ccc(F)cc3)c(C)o2)c1 (stereo not given) the results were MEP2-GFP yeast 97.5, LAP4 TOR yeast 93.8, procasp3 activ 1.3, EBNA-1 inhibitor 10.8, RPL19A-GFP yeast 101.6, AHR act 0.2, proCasp7 act -3.1 and ZTA DNA inh 1.8.
For Cc1cc(Cl)ccc1OCC(=O)n1cc(C(=O)c2cc(Cl)ccc2O)cn1 the results were MEP2-GFP yeast 102.6, LAP4 TOR yeast 78.7, procasp3 activ 0.8, EBNA-1 inhibitor 7.5, RPL19A-GFP yeast 108.5, AHR act 3.7, proCasp7 act 0.0 and ZTA DNA inh 7.7.
`O=C(Cn1nnc(-c2ccc3c(c2)OCO3)n1)Nc1ccccc1C(=O)O` gave MEP2-GFP yeast 95.6, LAP4 TOR yeast 101.4, procasp3 activ -2.4, EBNA-1 inhibitor 4.3, RPL19A-GFP yeast 103.2, AHR act 20.6, proCasp7 act -2.9 and ZTA DNA inh 12.7.
CCOc1cccc(CN2CCC(CCC(=O)NC3CC3)CC2)c1O was read as MEP2-GFP yeast 100.4, LAP4 TOR yeast 104.4, procasp3 activ 0.2, EBNA-1 inhibitor 1.2, RPL19A-GFP yeast 103.0, AHR act 3.5, proCasp7 act 3.7 and ZTA DNA inh -15.1.
For CC(C(=O)NCC1CCCCC1)N1CCN(S(=O)(=O)/C=C/c2ccccc2)CC1 (stereo not given) the results were MEP2-GFP yeast 99.9, LAP4 TOR yeast 90.3, procasp3 activ -1.9, EBNA-1 inhibitor 4.7, RPL19A-GFP yeast 104.3, AHR act 3.0, proCasp7 act -10.4 and ZTA DNA inh 5.0.
Screening CC(C)C(NS(=O)(=O)c1ccccc1)C(=O)OCc1cc([N+](=O)[O-])cc2c1OCOC2 (stereo not given) returned MEP2-GFP yeast 98.2, LAP4 TOR yeast 97.7, procasp3 activ -1.9, EBNA-1 inhibitor 1.3, RPL19A-GFP yeast 94.2, AHR act 0.0, proCasp7 act 6.5 and ZTA DNA inh -2.4.
CC(=O)N1CCN(C(=O)c2ccc(Cl)c(S(=O)(=O)N3CC(C)OC(C)C3)c2)CC1 (stereo not given) was read as MEP2-GFP yeast 104.9, LAP4 TOR yeast 89.1, procasp3 activ 10.2, RPL19A-GFP yeast 99.3, AHR act -1.1 and proCasp7 act 0.6.
Screening CCOc1ccc(CCNC(=O)c2nnn(CC(=O)Nc3ccc(C)cc3)c2N)cc1OCC returned MEP2-GFP yeast 108.8, LAP4 TOR yeast 99.5, procasp3 activ 10.5, EBNA-1 inhibitor 7.0, RPL19A-GFP yeast 105.1, AHR act 8.0, proCasp7 act 0.8 and ZTA DNA inh 11.9.
For Cn1c(SCC(=O)C(C)(C)C)nnc1-c1cccnc1 the results were MEP2-GFP yeast 111.4, LAP4 TOR yeast 110.0, procasp3 activ -8.3, EBNA-1 inhibitor -5.3, RPL19A-GFP yeast 112.0, AHR act 7.8, proCasp7 act 2.2 and ZTA DNA inh -5.3.
For O=c1oc2ccccc2cc1-c1cn2cccnc2n1 the results were MEP2-GFP yeast 79.2, LAP4 TOR yeast 75.1, procasp3 activ 4.3, EBNA-1 inhibitor 3.7, RPL19A-GFP yeast 82.0, AHR act 15.8, proCasp7 act -3.0 and ZTA DNA inh 5.6.
For COc1cccc(CN(C)C(c2ccccc2)c2ccccc2)c1OC the results were MEP2-GFP yeast 99.6, LAP4 TOR yeast 92.5, procasp3 activ 2.8, EBNA-1 inhibitor -17.5, RPL19A-GFP yeast 98.2, AHR act 2.4, proCasp7 act -8.0 and ZTA DNA inh -5.4.

Of the compounds above, 2 have a cyano group.
For Cc1ccc(N(CCC#N)C(=O)COC(=O)c2cc(C)no2)cc1 the results were MEP2-GFP yeast 94.0, LAP4 TOR yeast 103.0, procasp3 activ 4.5, EBNA-1 inhibitor -2.9, RPL19A-GFP yeast 97.1, AHR act -1.1, proCasp7 act 2.5 and ZTA DNA inh 8.9.
Screening N#Cc1cc(-c2ccccc2)nc(Oc2ccc(Cl)cc2)n1 returned MEP2-GFP yeast 96.0, LAP4 TOR yeast 99.0, procasp3 activ 2.5, EBNA-1 inhibitor -3.8, RPL19A-GFP yeast 111.4, AHR act 6.2, proCasp7 act 0.4 and ZTA DNA inh 3.0.
